Compound activity deposited in PubChem BioAssay by Sanford-Burnham Center for Chemical Genomics.
A3A deaminase: APOBEC3A ssDNA deaminase inhibitors, primary screen, selectivity assay for APOBEC3G inhibitor project, biochemical, FAM/TAMRA oligo cleavage fluorescence. DNA dC->dU-editing enzyme APOBEC-3A (Homo sapiens), P31941. recombinant A3A, FAM/TAMRA ssDNA deamination fluorescence. inhibition, % at 20 µM. 0.41% of 330,000 active. AID 493011, 2011;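 active means at least 40% inhibition at 20 µM here, with at most 30% in a related deaminase screen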;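 further: plate controls were A3A with DMSO for no effect and wells lacking A3A enzyme for full effect; some results filed as inactive read as strong as hits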
Target sequence (P31941 whole entry, looked up): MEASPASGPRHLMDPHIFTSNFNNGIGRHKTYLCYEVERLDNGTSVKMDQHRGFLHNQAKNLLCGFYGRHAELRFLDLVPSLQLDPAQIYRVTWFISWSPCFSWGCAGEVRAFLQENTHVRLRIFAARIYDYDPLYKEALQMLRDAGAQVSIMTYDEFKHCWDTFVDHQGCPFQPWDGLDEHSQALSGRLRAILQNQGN
PfGluPho inh: PfG6PD enzyme inhibitors, primary screen, biochemical, fluorescence intensity, uHTS. AID 504690, 2011. inhibition, % at 20 µM. 0.78% of 350,000 active. PfGluPho enzyme, NADPH resazurin-diaphorase fluorescence. glucose-6-phosphate dehydrogenase-6-phosphogluconolactonase (Plasmodium falciparum 3D7);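 active means inhibition reaching at least a set limit at 20 µM in the primary screen, cut at about 59% in these data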;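 further: 0% = DMSO wells with substrate and 100% = DMSO wells lacking glucose-6-phosphate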
ATG4B inhibitor: ATG4B protease inhibitors, primary screen, biochemical, fluorescence, uHTS | Cysteine protease ATG4B (Homo sapiens), Q9Y4P1 | ATG4B cleavage of LC3-PLA2, NBD-HPC fluorescence, 1 h | inhibition, % at 8.33 µM | 0.51% of 340,000 active | AID 504462, 2011; in the data active means inhibition above about 40%
mIAP block: inhibitors of mouse IAP, primary screen, biochemical, luminescence, uHTS | intestinal alkaline phosphatase [Mus musculus] | purified mouse IAP, CDP-Star luminescence, 30 min | inhibition, % at 10 µM | 0.2% of 330,000 active | AID 2806, 2010;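 active means inhibition of at least 40% at 10 µM in the primary screen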;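 further: plate controls were DMSO with enzyme for no effect and no enzyme wells for full effect; values of inactives mirror those of a sister screen read the other way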
HKDC1 inhibitor: HKDC1 hexokinase inhibitors, primary screen, biochemical, fluorescence, uHTS. recombinant HKDC1, G6PDH/diaphorase resazurin coupled fluorescence. inhibition, % at 20 µM. Q2TB90. 0.16% of 340,000 active;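 active means inhibition above about 35% when tested at 20 µM, limit read from the data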;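 further: plate controls were DMSO wells with enzyme for no effect and DMSO wells lacking enzyme for full effect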
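Test system: recombinant HKDC1 (HK5) hexokinase enzyme, produced in-house / Doses: 20 µM test compound, 1% DMSO / Timing: 90 min, room temperature / Detection: G6PDH/diaphorase-coupled fluorescence, 1 mM NADP, 100 µM resazurin, 525/613 nm / Control set: DMSO wells with and without enzyme mix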
hIAP activ: human IAP activators, primary screen, biochemical, luminescence, uHTS | Intestinal-type alkaline phosphatase (Homo sapiens), P09923 | purified human IAP, CDP-Star luminescence, 30 min; hits give high values; 1 = vehicle-only enzyme, 0 = enzyme-free background | activation factor at 10 µM | 0.16% of 330,000 active | AID 2524, 2010;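 active means activation factor of the enzyme at least 2-fold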; further: the source names both 10 and 20 µM as test concentration; values of inactives mirror those of a sister screen read the other way
Target sequence (P09923 whole entry, looked up): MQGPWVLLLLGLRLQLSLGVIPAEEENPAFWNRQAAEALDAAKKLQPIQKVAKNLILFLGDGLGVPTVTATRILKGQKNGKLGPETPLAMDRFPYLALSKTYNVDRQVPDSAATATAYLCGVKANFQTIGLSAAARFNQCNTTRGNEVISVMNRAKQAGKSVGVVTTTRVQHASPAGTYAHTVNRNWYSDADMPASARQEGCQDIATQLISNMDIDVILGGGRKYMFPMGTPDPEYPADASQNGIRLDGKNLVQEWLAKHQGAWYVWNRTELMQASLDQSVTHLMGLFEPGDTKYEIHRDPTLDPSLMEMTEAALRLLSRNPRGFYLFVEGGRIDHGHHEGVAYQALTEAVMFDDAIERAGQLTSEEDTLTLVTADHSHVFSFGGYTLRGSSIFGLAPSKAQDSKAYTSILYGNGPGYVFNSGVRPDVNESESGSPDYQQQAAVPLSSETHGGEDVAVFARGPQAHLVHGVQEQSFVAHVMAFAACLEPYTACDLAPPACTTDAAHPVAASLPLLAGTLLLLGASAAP
mIAP act: activators of mouse IAP, primary screen, biochemical, luminescence, uHTS; activation factor at 10 µM; muIAP, CDP-Star luminescence, 30 min; hits give high values; 1 = vehicle-only enzyme signal, 0 = enzyme-free wells; 0.24% of 330,000 active; intestinal alkaline phosphatase [Mus musculus]; AID 2805, 2010;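 active means activation factor of at least 2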; further: the source names both 10 and 20 µM as test concentration; values of inactives mirror those of a sister screen read the other way
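Assay system: mouse IAP enzyme / Compound: DMSO-dissolved test compounds / Timing: 30 min, room temperature / Measured by: luminescence from enzymatic CDP-Star hydrolysis / Control set: DMSO-only wells, enzyme-free buffer wells as negative control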
hIAP block: human IAP inhibitors, primary screen, biochemical, luminescence, uHTS | Intestinal-type alkaline phosphatase (Homo sapiens), P09923 | purified IAP, CDP-Star luminescence, 30 min | inhibition, % at 10 µM | 0.12% of 330,000 active;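 active means inhibition reaching a set limit with compound at 10 µM in the primary screen, cut at about 35% in these data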;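 further: plate controls were DMSO wells with enzyme for no effect and no-enzyme buffer wells for full effect; values of inactives mirror those of a sister screen read the other way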
* marks the source's active call; other numbers are inactive results; . = no result given.

A3A deaminase,PfGluPho inh,ATG4B inhibitor,mIAP block,HKDC1 inhibitor,hIAP activ,mIAP act,hIAP block,canonical_smiles
-3,-12,-3,-1,2,0.94,1,6,CC1CCOC(c2coc3ccccc3c2=O)O1 (stereo not given)
-2,-9,6,4,-5,0.8,0.95,20,c1ccc(-c2ccc(-c3nc(-c4ccncc4)no3)cc2)cc1
-5,7,-1,4,5,1,0.96,-2,COc1cc2c(cc1OC)C1(C)N(CC2)C(C(C)=O)=NN1c1ccc(Cl)cc1 (stereo not given)
-1,-12,0,-7,-10,1.1,1.1,-11,C/C=N\NC(=O)CNC(=O)CNC(=O)c1ccccc1
-2,-4,-5,9,-5,0.87,0.91,13,Cn1c(=O)c2c(ncn2CC(=O)N2CCN(c3ccccc3)CC2)n(C)c1=O
2,-9,-7,-1,-4,1.3,1,-28,COc1ccc(-c2ccc3c(c2)S(=O)(=O)c2cccc(C(=O)NC4CCCC4)c2C3=O)cc1OC
-2,-23,-4,-3,6,1.2,1,-25,CCc1ccccc1NS(=O)(=O)c1ccc2[nH]cc(C(=O)NCC3CCCO3)c(=O)c2c1 (stereo not given)
0,-13,2,-6,5,1.2,1.1,-22,COc1ccc(-c2nn(-c3ccccc3)cc2/C=N/NC(=O)c2cccc(S(=O)(=O)Nc3ccccc3OC)c2)cc1
0,-5,0,0,2,1.3,1,-32,CCOc1[nH]n(-c2ccccc2)c(=O)c1C=NCc1ccncc1
-3,-12,1,4,-10,0.94,0.96,6,CC(NC(=O)c1ccccc1)C(=O)OCC(=O)N1c2ccccc2Sc2ccccc21 (stereo not given)

Reprinted at random: two records from the list
A3A deaminase,PfGluPho inh,ATG4B inhibitor,mIAP block,HKDC1 inhibitor,hIAP activ,mIAP act,hIAP block,canonical_smiles
-2,-23,-4,-3,6,1.2,1,-25,CCc1ccccc1NS(=O)(=O)c1ccc2[nH]cc(C(=O)NCC3CCCO3)c(=O)c2c1 (stereo not given)
0,-13,2,-6,5,1.2,1.1,-22,COc1ccc(-c2nn(-c3ccccc3)cc2/C=N/NC(=O)c2cccc(S(=O)(=O)Nc3ccccc3OC)c2)cc1

(more compounds)
A3A deaminase,PfGluPho inh,ATG4B inhibitor,mIAP block,HKDC1 inhibitor,hIAP activ,mIAP act,hIAP block,canonical_smiles
-1,-2,-7,11,3,0.8,0.89,20,COc1ccc(Br)cc1C(=O)Nc1ccccc1N1CCN(C(=O)c2ccccc2)CC1
35,0,6,-2,-8,1.1,1,-14,COc1ccc(CCCC(=O)NC2CCCCC2)cc1
-4,-10,40*,11,-3,0.97,0.89,3,CCN(Cc1ccccc1)S(=O)(=O)c1ccc(C(=O)N(CCCN(C)C)c2nc3c(C)c(C)ccc3s2)cc1
-1,14,-11,7,3,1.1,0.93,-7,CCN(C(=O)c1cccs1)c1nnc(-c2ccncc2)s1
0,-4,-5,-3,-5,1,1,-2,COC(=O)c1ccc(/C=C2\Oc3ccccc3NC2=O)cc1
-2,23,-5,0,-6,1,1,-2,Cc1c(NC(=O)c2cc(-c3ccc(F)cc3)nc3ccccc23)c(=O)n(-c2ccccc2)n1C
-6,-26,-3,3,-4,1.1,0.97,-9,COc1ccc(S(=O)(=O)NCCN2CCOCC2)cc1Br
1,-11,10,1,-4,1.1,0.99,-10,CCn1c(NC(C)=O)c(-c2ccccc2Cl)c(=O)c2ccccc21
-3,-4,-7,-1,-4,1.1,1,-11,O=C1CCC(C(=O)N2CCC(CCO)CC2)CN1Cc1ccc(Cl)cc1 (stereo not given)
2,-7,3,7,-4,0.9,0.93,10,COCCn1c(=O)[nH]c2cc(C(=O)N3CCN(c4cccc(C)c4C)CC3)ccc2c1=O
-3,-1,-3,-6,2,0.82,1.1,18,CCCS(=O)(=O)c1nc(S(=O)(=O)c2ccc(C)cc2)c(NCCCn2ccnc2)s1
2,8,2,8,-9,0.97,0.93,2,O=C(Nc1cc(S(=O)(=O)N2CCOCC2)ccc1OCC(F)(F)F)c1ccc(N2CCCC2=O)cc1
-1,-12,2,-3,0,0.98,1,2,COc1ccc(-n2c(Cc3cccn3C)nnc2SCC(=O)Nc2nc(C)cs2)cc1
-2,10,-14,10,2,0.99,0.9,1,COC(=O)c1cc(NC(=O)Cc2coc3cc(OC)ccc23)cc(C(=O)OC)c1
1,4,14,8,-12,1,0.92,0,Cc1cccc(N2CCN(C(=O)COc3cccc4c3OC(C)(C)C4)CC2)c1C
-1,0,3,10,-1,1,0.9,-5,COc1ccc(CCC(=O)Nc2cc([N+](=O)[O-])ccc2OC)cc1
0,-7,8,4,-6,1,0.95,-1,O=CN(CCN(C=O)CN1CCCCC1)CN1CCCCC1
-1,4,8,2,9,0.83,0.98,17,Cc1ccccc1CNC(=O)CCCn1ncn2c(cc3occc32)c1=O
-3,3,-2,-6,-7,1.9,1.1,-86,C=CCn1c(O)c(N=NC(=O)c2ccc3c(c2)OCO3)c2ccccc21
4,-12,1,0,-12,1,1,-5,O=C(CN1C(=O)C2CCCCC2C1=O)Nc1ccc(S(=O)(=O)Nc2ncccn2)cc1 (stereo not given)
-6,12,1,-27,4,0.97,1.3,3,Cc1ccc(Cl)cc1NC(=O)C1CC1c1ccccc1 (stereo not given)
-5,9,-4,7,-6,0.78,0.93,22,O=C(COc1cc2oc(=O)c3c(c2cc1Cl)CCC3)NCCCN1CCOCC1
-6,2,1,13,2,0.92,0.87,8,COc1ccccc1/C=C1\SC(=S)N(CCC(=O)NCCCn2ccnc2)C1=O
-5,-15,1,-1,1,0.99,1,1,O=[N+]([O-])c1cccnc1SCc1c(F)cccc1Cl
-5,.,.,4,.,1,0.96,0,COc1cc(NS(=O)(=O)c2ccc(N)cc2)ncn1
-3,3,-12,11,-12,0.95,0.89,5,O=C(COC(=O)c1ccccc1[N+](=O)[O-])Nc1cc(S(=O)(=O)N2CCOCC2)ccc1N1CCCC1
-1,13,1,1,-8,0.9,0.99,10,C=CCOc1cccc(CNn2cn[nH]c2=S)c1
-1,-22,-4,9,6,1,0.91,0,CCOc1cccc(C2C(C(=O)c3ccc(C)o3)=C(O)C(=O)N2Cc2ccccc2)c1 (stereo not given)
-3,5,4,-4,7,1,1,-2,Cc1ccc2nc(-c3ccco3)c(Nc3ccccc3)n2c1
-3,-7,-4,21,-6,0.95,0.79,5,CC(NCc1ccc(S(N)(=O)=O)cc1)C(=O)Nc1cc([N+](=O)[O-])ccc1Cl (stereo not given)
-1,-5,-9,-1,-2,1,1,-2,CC(OC(=O)CN1C(=O)c2ccccc2C1=O)C(=O)N(C)c1ccccc1 (stereo not given)
-1,-2,-5,3,-3,0.88,0.97,12,COc1ccc(CC(=O)Nc2c3c(nn2C(C)(C)C)CS(=O)(=O)C3)cc1
1,-18,7,2,6,0.87,0.98,13,COc1ccccc1C1=CC(=O)C[C@H](c2ccc3c(c2)OCO3)C1
-5,-1,6,-2,-6,1.1,1,-14,Cc1[nH]nc2c1C(C1CC=CCC1)C(C#N)=C(N)O2 (stereo not given)
0,-18,10,-6,-5,1.1,1.1,-6,O=C(NCCCN1CCOCC1)c1ccc2c(c1)N(Cc1ccccc1F)C(=O)c1ccccc1S2=O (stereo not given)
-1,-17,-7,-5,-2,0.97,1.1,3,Cc1ccc(S(=O)(=O)c2nc(S(=O)(=O)c3ccc(C)cc3)c(N3CCN(CCO)CC3)s2)cc1
-3,5,0,6,-8,0.97,0.94,3,O=C(Nc1ccc(-c2ccccc2)cc1)c1ccc2c(c1)S(=O)(=O)c1ccccc1C2=O
1,8,-4,0,-3,0.89,1,11,CN(Cc1cnn(Cc2ccccc2)c1)C(=O)c1cccc(S(=O)(=O)N2CCOCC2)c1
0,-4,-1,-3,0,1.1,1,-7,O=C(CN1CCN(c2ccccc2)CC1)Nc1ccncc1
12,-6,-16,1,0,1,0.99,-5,CC(=O)c1ccc(NC(=O)C(C)OC(=O)c2ccc3c(c2)nc(C)n3-c2ccccc2)cc1 (stereo not given)

Single values from the list.
`COc1ccccc1C1=CC(=O)C[C@H](c2ccc3c(c2)OCO3)C1` in HKDC1 inhibitor: 6
`COc1ccc(CC(=O)Nc2c3c(nn2C(C)(C)C)CS(=O)(=O)C3)cc1` in PfGluPho inh: -2
`Cc1[nH]nc2c1C(C1CC=CCC1)C(C#N)=C(N)O2` (stereo not given) in A3A deaminase: -5

Other entries follow:
A3A deaminase,PfGluPho inh,ATG4B inhibitor,mIAP block,HKDC1 inhibitor,hIAP activ,mIAP act,hIAP block,canonical_smiles
-2,55,2,0,-9,0.99,1,1,O=C(Nc1nc2ccccc2n1CCN1CCCC1)c1ccc(Cl)cc1
-5,12,5,-3,2,1,1,0,NS(=O)(=O)c1ccc(CCNC(=O)COc2ccc3c4c(c(=O)oc3c2)CCC4)cc1
1,-10,-5,4,6,0.97,0.96,3,CC(C(=O)N1CCN(c2ccccc2)CC1)N1C(=O)C2CC=CCC2C1=O (stereo not given)
2,-29,1,-2,-6,1.1,1,-9,CCOc1cc(C2Nc3ccccc3C(=O)N2c2ccccc2)c(Br)cc1OCC(=O)O (stereo not given)
-8,11,1,7,-6,0.96,0.93,4,CCOC(=O)C1=CCN(Cc2ccccc2)CC1
-1,0,6,-4,1,0.99,1,1,Cc1cccc(OCc2nc(C#N)c(N3CCCC3)o2)c1
-2,15,2,5,5,0.9,0.95,10,COc1ccc(N2CCOCC2)c(NC(=O)c2cc3ccccc3o2)c1
1,9,10,34,13,0.79,0.66,21,Oc1c(/C=C/C=C/C=Nc2ccccc2)sc(=S)n1Cc1ccccc1
-3,11,14,4,5,1,0.96,-3,O=C(CCSc1ccc(Cl)cc1)c1cccs1
-8,.,.,-18,.,1,1.2,-5,COc1cccc(/C=C/C(=O)OCC(=O)Nc2ccc(Cl)cn2)c1
